# HTT ATP protect – protects HTT-Q103 PC12 cells, measured by ATP. PC12 HTT-Q103 induced, cytoprotection, ATP luminescence, 40 h. Potency, µM (doses to about 56.4 µM), inactives show cytoprotection (ATP increase), hits mostly activators. 230,000 compounds, 0.14% hits;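 further: % of control where 0% means no effect; nearly all actives have a fitted effect of over 45% in size; toxic huntingtin expression switched on by the ecdysone agonist tebufenozide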
#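 PC12 cells stably carrying ecdysone-inducible Htt exon 1 (Q103)–GFP were induced with 100 nM tebufenozide (final) alongside library compounds in a dose series. Cytoprotection was scored as retained ATP by ATPlite luminescence.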
# Tau fibril FP – blocks human tau fibril formation measured by polarization; K18 P301L tau heparin fibrillization, Alexa594 FP, 6 h; Potency, µM (series often up to 57.7 µM), for inactives: at the highest dose activity, negative = inhibition, usual class: inhibitors; P10636; 280,000 compounds, 0.39% hits; further: on the % scale 0 is the no-effect control and ±100 the full control effect; nearly all actives have a fitted effect of over 55% in size
# Target sequence (P10636 561-689 P618L limits assumed): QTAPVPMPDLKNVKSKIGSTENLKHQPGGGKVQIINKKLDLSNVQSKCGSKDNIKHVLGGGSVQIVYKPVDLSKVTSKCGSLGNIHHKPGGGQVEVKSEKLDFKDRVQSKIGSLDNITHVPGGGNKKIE
#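 Compound effects on tau fibrillization are measured by Alexa 594 fluorescence polarization (ex 555, em 632 nm). K18 P301L tau is used at 15 uM with 0.24 uM labeled tracer, and 20 uM heparin induces aggregation over 6 hr at 37 C.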
# GAA spleen mod – inhibits or activates alpha-glucosidase in human spleen homogenate; P10253; human spleen homogenate, 4-MU-alpha-glucoside fluorescence; Potency, µM (doses to about 79.9 µM), inactives show at the top dose activity change, negative = inhibition, actives largely listed as inhibitors; 240,000 compounds, 0.006% hits; AID 2112;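 further: 0% = enzyme with vehicle and -100% = no enzyme basal signal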
#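 Human spleen homogenate (1 ug) with 4-methylumbelliferyl-alpha-D-glucopyranoside (1 mM final) in 50 mM citrate/phosphate pH 5.0, 0.01% Tween-20; 40 min at 37 C. Stopped at pH 10; 4-MU fluorescence Ex 365/Em 440 nm; AC50 by Hill fit.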
# GLA spleen mod – alpha-galactosidase A (human) modulation. human spleen homogenate, 4MU-alpha-Gal fluorescence, 40 min. 240,000 compounds, 0.008% hits. Potency, µM (titrated, usually from 80 µM), inactives show top-dose activity change, negative = inhibition, most hits filed as inhibitors;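 further: 0% = enzyme with vehicle and -100% = no enzyme basal signal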
# Target sequence (P06280 32-429 limits assumed): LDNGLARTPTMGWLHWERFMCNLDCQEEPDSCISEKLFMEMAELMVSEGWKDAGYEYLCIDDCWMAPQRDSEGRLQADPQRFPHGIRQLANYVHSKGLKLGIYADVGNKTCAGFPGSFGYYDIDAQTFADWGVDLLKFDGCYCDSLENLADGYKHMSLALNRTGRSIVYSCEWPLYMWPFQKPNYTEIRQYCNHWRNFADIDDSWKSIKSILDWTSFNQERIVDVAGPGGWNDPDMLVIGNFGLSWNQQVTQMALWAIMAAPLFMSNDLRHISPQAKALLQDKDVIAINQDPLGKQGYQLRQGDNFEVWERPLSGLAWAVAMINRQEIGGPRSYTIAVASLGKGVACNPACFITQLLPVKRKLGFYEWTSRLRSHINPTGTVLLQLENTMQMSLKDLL
#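 Inhibition or activation of alpha-galactosidase in human spleen homogenate is scored by 4-MU fluorescence after 40 min at 37C, pH 5.0, with 1 mM substrate. AC50s come from concentration-response fitted to the Hill equation.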
# GAA glycogen – GAA glycogen-cleavage inhibition or activation; 300,000 compounds, 0.38% hits; recombinant GAA, glycogen substrate, Amplex Red glucose oxidase fluorescence; Potency, µM (doses to about 76.4 µM), for inactives: top-dose activity change, negative = inhibition, actives largely listed as inhibitors; P10253;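 further: 0% = full enzyme reaction and -100% = no-enzyme basal signal; the screen sought inhibitors and activators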
#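 Recombinant human enzyme (4 nM); glycogen substrate; 37 C, 40 min, pH 5.0. Readout: coupled glucose oxidase/Amplex Red fluorescence.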
# Tau fluor counter – counter-screen for tau fibril formation inhibitors; tau K18 P301L Alexa594 fluorescence, heparin fibrillization; Potency, µM (series often up to 57.7 µM), for inactives: top-dose activity change, negative = decrease; 280,000 compounds, 0.93% hits; AID 1463; further: on the % scale 0 is the no-effect control and ±100 the full control effect; nearly all actives have a fitted effect of over 55% in size
#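 Human K18 P301L tau (15 uM unlabeled plus 0.24 uM Alexa 594-labeled, final) in 100 mM sodium acetate pH 7 was mixed with compound and 20 uM heparin and incubated 6 hr at 37 C.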
# Tau fibril ThT – inhibitors of human tau fibril formation, thioflavin T binding | recombinant tau K18 P301L (four-repeat tau fragment), heparin-induced fibrillization, ThT fluorescence | Potency, µM (doses to about 57.4 µM), inactives show at the top dose activity, negative = inhibition, most hits filed as inhibitors | AID 1460 | 270,000 compounds, 2.1% hits | P10636; further: on the % scale 0 is the no-effect control and ±100 the full control effect; nearly all actives have a fitted effect of over 55% in size
#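 Recombinant human tau K18 fragment […] carrying P301L, 15 uM unlabeled plus 0.24 uM Alexa 594-labeled, was fibrillized with 20 uM heparin in 100 mM sodium acetate pH 7 for 6 hr at 37 C; 30 uM ThT fluorescence read after 1 hr.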
# GAA inhib – alpha-glucosidase (human) inhibition; purified human GAA, 4-MU-alpha-glucoside fluorescence; Potency, µM (top dose mostly 76.9 µM), for the others: top-dose activity change, negative = inhibition, hits mostly inhibitors; 200,000 compounds, 0.005% hits; AID 1466;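 further: plate controls were uninhibited enzyme wells for no effect and no-enzyme background for full effect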
#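 qHTS format, compound range up to 77 uM. Human lysosomal enzyme at 4 nM, 400 uM 4-MU glucoside substrate, pH 5.0, 20 min room temperature; fluorescence after alkaline stop gives activity normalized to controls.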
# An asterisk follows results filed as active; ? = inconclusive; . = not tested or not shown; & = joins results of further samples; [ ] = dose if it differs, or a comment. The call rests on the fitted dose curve; in most records, active means well fitted curve in the direction sought with a large enough effect; inconclusive means small, poorly fitted or top-dose-only effect, or another doubt; inactive means no such curve, though single readings can be large; an effect the other way counts as inactive or inconclusive. Potency means the concentration at half of the fitted maximal effect.
no.	SMILES	HTT ATP protect	Tau fibril FP	GAA spleen mod	GLA spleen mod
1	Cc1occc1C(=O)N/N=C/C1=C(N2CCOCC2)C(=C\c2ccc(Cl)cc2)/CC1	-11%[10 µM]	9%	-3%	4%
2	COC(=O)c1c(NC(=O)c2nc3ncccn3n2)sc(C(=O)N(C)C)c1C	-3%[10 µM]	4%	0%	2%
3	O=C(Nc1ccc(C(=O)OC[C@@H]2CCCN3CCCC[C@H]23)cc1)c1cccc(Br)c1	.	?	3%	2%
4	C=CCOc1ccc(/C=C/C(=O)Nc2ccc(C(=O)NC)cc2)cc1	.	0%	6%	14%
5	Cc1oc2c(C)c(O)ccc2c(=O)c1-c1nncn1-c1ccccc1	-78%[inhibitor]	1%	1%	-3%
6	COc1ccccc1NC(=O)C(=O)N/N=C/c1cccs1	?	-8%	-11%	-5%
7	CCc1nc(NCc2cccnc2)c2oc3ccccc3c2n1	-5%	?	-14%	-10%
8	O=C(NC1CCCC1)C(c1ccc(F)cc1)N(C(=O)Cc1cccs1)c1ccc2c(c1)OCCO2 (stereo not drawn)	-14%	-4%	-5%	1%
9	O=C(CCCN1C(=O)CCC1=O)Nc1ccccc1F	11%[10 µM]	-14%	-4%	2%
10	O=C1c2ccccc2C(=O)N1CC1CCCO1 (stereo not drawn)	4%	-5%	5%	5%
11	Cn1cnc2c1c(=O)n(CC(O)CO)c(=O)n2C (stereo not drawn)	10%	6%	-8%	-25%
12	O=C(O)c1cccc2c1C(=O)c1cccc3snc-2c13	12%[10 µM]	-5%	-2%	-4%

no.	GAA glycogen	Tau fluor counter	Tau fibril ThT	GAA inhib
1	3%	-6%	-16%	1%
2	-1%	0%	-5%	-1%
3	-3%	?	8%	7%
4	1%	-8%	-9%	7%
5	6%	-5%	1%	8%
6	-2%	-16%	-12%	-3%
7	-4%	-16%	-12%	-10%
8	3%	1%	0%	-6%
9	2%	-16%	?	-1%
10	18%	-5%	-5%	2%
11	8%	7%	-3%	-7%[15.4 µM]
12	2%	-19%	?	-3%

# The list continues.
no.	SMILES	HTT ATP protect	Tau fibril FP	GAA spleen mod	GLA spleen mod
13	Cc1ccc(N2CC(C(=O)NCC3CCCO3)CC2=O)cc1Cl (stereo not drawn)	-11%[0.074 µM]	1%	1%	-1%
14	COc1ccc(-n2c(SCc3ccc(C#N)cc3)nnc2-c2ccccn2)cc1	?	-2%	-4%	-8%
15	Cc1ccc2c(c1)COc1c3ccc(C(=O)NC(C)C)cc3nn1-2	-24%[10 µM]	4%	-7%	-6%
16	O=C(NCCN1CCCC1)c1cccc(Cl)c1	0%[10 µM]	7%	4%	5%
17	CC(C)C(=O)NC(=S)Nc1ccc(S(=O)(=O)N2CCCC2)cc1	.	-2%	2%	7%
18	O=C(NCCCN1CCN(Cc2ccccc2)CC1)c1nnc(Cc2c(F)cccc2Cl)o1	0%	1%	4%	3%
19	Cc1ccc(CNC(=O)CN(c2cccc([N+](=O)[O-])c2)S(C)(=O)=O)cc1	5%[10 µM]	-9%	-5%	4%
20	Cc1cccc(NC(=O)CSc2nnc(-c3ccco3)n2CC2CCCO2)n1 (stereo not drawn)	-2%[10 µM]	-8%	0%	1%
21	S=C(NCC1CCCO1)Nc1ccc(Cl)cc1 (stereo not drawn)	16%[0.074 µM]	-2%	0%	0%
22	Cc1ccccc1CN1C[C@@H]2C[C@@H](c3ccc4nsnc4c3)N3CCC[C@@]23C1=O	33%[10 µM]	-1%	6%	8%
23	CC(/C=N/Nc1nc(N2CCCCC2)nc(N2CCCCC2)n1)=C\c1ccccc1	-10%	1%	-2%	2%
24	N#CC1(c2ccccc2)CCCN1C(=O)c1ccccc1Br (stereo not drawn)	5%[10 µM]	2%	5%	1%

no.	GAA glycogen	Tau fluor counter	Tau fibril ThT	GAA inhib
13	5%	-4%	-9%	8%
14	-14%	-6%	-7%	-3%
15	2%	1%	?	.
16	-7%	6%	5%	0%
17	5%	-15%	-3%	-6%
18	3%	4%	1%	2%
19	0%	-1%	0%	.
20	19%	-9%	-10%	10%
21	7%	2%	-1%	-3%
22	-1%	1%	-18%	.
23	7%	0%	6%	-5%
24	-8%	-8%	-11%	9%

# The list goes on:
no.	SMILES	HTT ATP protect	Tau fibril FP	GAA spleen mod	GLA spleen mod
25	O=C(c1ccc(Br)o1)N1CCc2ccccc21	-3%[10 µM]	-1%	-6%	-9%
26	C/C=C(\C)C(=O)OC1C(OC(=O)C2(C)OC2C)c2cc3ccc(=O)oc3cc2OC1(C)C (stereo not drawn)	?	7%	7%	1%
27	COc1ccc(-n2c3c(cc(C(=O)N4CCC(C)CC4)c2=O)C(=O)CC(C)(C)C3)cc1	-5%	-4%	-1%	2%
28	O=c1c2ccccc2n2c(-c3cccc(F)c3)nnc2n1Cc1ccccc1	-13%[10 µM]	7%&-1%	-17%	3%
29	Cn1c(-c2ccccc2)c(C(=O)CC#N)c2ccccc21	-6%[10 µM]	4%	-1%	-2%
30	Cc1ccc(C(=O)COC(=O)c2cccc(NC(=O)c3ccc([N+](=O)[O-])cc3[N+](=O)[O-])c2)cc1	-37%	13%	-22%	2%
31	Cc1nc2nc(COc3ccccc3)[nH]n2c(=O)c1Cl	-21%	10%	2%	-6%
32	COc1ccc(C2SCC(=O)N2c2nnc(C34CC5CC(CC(C5)C3)C4)s2)cc1 (stereo not drawn)	0%[10 µM]	0%	-4%	-5%
33	COc1cc(/C=N/O)cc(Br)c1OC	-5%[10 µM]	-3%	6%	2%
34	Cc1ccc(NS(=O)(=O)c2ccc(CCC(=O)NCc3cccnc3)cc2)cc1	-20%	0%	4%	10%
35	O=C(CCn1cnc2ccccc2c1=O)Nc1ccc(S(=O)(=O)N2CCCC2)cc1	6%	-4%	-1%	6%
36	CCCn1nc(NC(=O)c2ccco2)c2cc3cc(C)ccc3nc21	-5%[10 µM]	14%	2%	-6%

no.	GAA glycogen	Tau fluor counter	Tau fibril ThT	GAA inhib
25	4%	-16%	-24%	7%
26	.	-12%	-4%	.
27	1%	4%	4%	-6%[15.4 µM]
28	-2%[76.3 µM]	-21%&0%	-8%&-1%	-2%
29	-8%	2%	4%	3%
30	6%	?	-6%	-11%
31	5%	3%	1%	-8%
32	10%	-4%	-4%	6%
33	4%	-9%	-12%	6%
34	-8%	-6%	-4%	6%
35	-9%	-6%	5%	-10%
36	3%	-30%	?	.

# 6 compounds already listed, ordered by the number in Tau fibril ThT, rising.
no. | Structure | Tau fibril FP | GAA spleen mod | GLA spleen mod | GAA glycogen | Tau fibril ThT
33 | COc1cc(/C=N/O)cc(Br)c1OC | -3% | 6% | 2% | 4% | -12%
10 | O=C1c2ccccc2C(=O)N1CC1CCCO1 (stereo not drawn) | -5% | 5% | 5% | 18% | -5%
34 | Cc1ccc(NS(=O)(=O)c2ccc(CCC(=O)NCc3cccnc3)cc2)cc1 | 0% | 4% | 10% | -8% | -4%
19 | Cc1ccc(CNC(=O)CN(c2cccc([N+](=O)[O-])c2)S(C)(=O)=O)cc1 | -9% | -5% | 4% | 0% | 0%
5 | Cc1oc2c(C)c(O)ccc2c(=O)c1-c1nncn1-c1ccccc1 | 1% | 1% | -3% | 6% | 1%
29 | Cn1c(-c2ccccc2)c(C(=O)CC#N)c2ccccc21 | 4% | -1% | -2% | -8% | 4%

# The list goes on.
no.	SMILES	HTT ATP protect	Tau fibril FP	GAA spleen mod	GLA spleen mod
37	Cc1ccc2c(c1)N(CC(=O)NC1CCC(C)CC1)C(=O)CO2 (stereo not drawn)	-26%	5%	0%	-4%
38	COc1ccc(NC(=O)CN2CCN(C(=S)NC3CCCC3)CC2)cc1	4%[10 µM]	3%	-1%	10%
39	CC(=O)N[C@@H](C)C(=O)N1CCN(S(=O)(=O)c2ccc(Cl)cc2)CC1	-9%	6%	2%	5%
40	CC1(C)N=C(c2cccs2)C(C)(C)N1O	-17%	-7%	-7%	-8%
41	Cc1ccc(NC(=O)c2noc3c2CCCCC3)cc1	-52%[inhibitor]	0%	0%	-2%
42	CCCn1c(SC2C(=O)CC(C)(C)CC2=O)nc2c1c(=O)n(C)c(=O)n2C	-3%[10 µM]	-4%	0%	6%
43	Cc1c(C(=O)O)sc(=S)n1CCOc1ccccc1	-18%	0%	-2%	1%
44	Cc1ccc(-n2c(SCC(=O)Nc3cc(C)on3)nc3ccccc3c2=O)cc1	6%	-4%	-3%	3%
45	O=C(Cn1cc(C(F)(F)F)ccc1=O)NC(c1ccccc1)c1ccccc1	18%[10 µM]	-5%	10%	-12%
46	CCCOC(=O)C1[C@H]2C(=O)N(CCCOC)C[C@]23C=C[C@H]1O3 (stereo partly drawn)	-12%[0.074 µM]	3%	-1%	5%
47	Cc1ccc(NC(=O)/C=C/c2ccco2)nc1	-70%[inhibitor][10 µM]	0%	3%	7%
48	COc1cccc(CNC(=O)Cn2c(=O)oc3ccccc32)c1OC	7%[10 µM]	5%	-6%	-7%
49	O=C(Nc1nc2c(s1)CCCC2)c1cccs1	-92%[inhibitor][10 µM]	-5%	-12%	4%

no.	GAA glycogen	Tau fluor counter	Tau fibril ThT	GAA inhib
37	12%	3%	4%	-6%
38	0%	6%	.	.
39	-12%	3%	1%	8%
40	-27%	-2%	-9%	2%
41	-7%	-9%	-6%	-5%
42	4%	-8%	-17%	-3%
43	5%	-1%	-4%	4%
44	3%	-12%	3%	-20%
45	14%	0%	1%	3%
46	4%	-2%	3%	-4%
47	8%	-5%	-4%	-14%
48	3%	14%	24%	0%
49	1%	-15%	-18%	4%

# Ordered by count of non-hydrogen atoms (highest first): part of the list above.
no.	SMILES	HTT ATP protect	Tau fibril FP	GAA spleen mod	GLA spleen mod
45	O=C(Cn1cc(C(F)(F)F)ccc1=O)NC(c1ccccc1)c1ccccc1	18%[10 µM]	-5%	10%	-12%
37	Cc1ccc2c(c1)N(CC(=O)NC1CCC(C)CC1)C(=O)CO2 (stereo not drawn)	-26%	5%	0%	-4%
49	O=C(Nc1nc2c(s1)CCCC2)c1cccs1	-92%[inhibitor][10 µM]	-5%	-12%	4%

no.	GAA glycogen	Tau fluor counter	Tau fibril ThT	GAA inhib
45	14%	0%	1%	3%
37	12%	3%	4%	-6%
49	1%	-15%	-18%	4%
